Dicer processing – blocks human Dicer maturation of pre-miR-21. cat-ELCCA pre-miR-21 Dicer processing, chemiluminescence; active compounds read high. actives 6% (n = 47,000). Q9UPY3. z-score at 25 µM; in the data active = z-score above about 3, passing the limit was not always enough;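 also: plate controls were vehicle for no effect and no enzyme for full effect; higher signal means more uncleaved substrate so more Dicer inhibition; strong numbers were not always called active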
An asterisk follows results filed as active. A portion of the library (hit frequency here may not be typical).

How did Cc1cc([N+](=O)[O-])nn1Cc1cccc(C(=O)O)c1 do in these assays?
Dicer processing: 0.47

How did CC(C)(C)c1cc2nc(C(F)(F)F)cc(N3CCN(/C=C(\C#N)S(=O)(=O)c4cccs4)CC3)n2n1 do in these assays?
Dicer processing: -0.61

What do the screens show for `CCCOCCOC(=O)C1=C(C)NC2=C(C(=O)CC(C)(C)C2)C1c1ccsc1` (configuration not stated)?
Dicer processing: 5.1*

What do the screens show for `O=c1c(Cl)c(-n2cccn2)cnn1-c1ccc(Cl)cc1Cl`?
Dicer processing: -1.3

What do the screens show for `CCCc1cc(=O)n2[nH]cc(-c3ccc(Cl)cc3)c2n1`?
Dicer processing: 6.2

Results for COc1cc(Cl)ccc1N/N=C(\C#N)C(N)=O ?
Dicer processing: 5*

What do the screens show for `COC(=O)c1sc(S(C)(=O)=O)c(C#N)c1-c1cccs1`?
Dicer processing: -3.2

How did CCn1c(SCCOc2ccc(OC)cc2)nc2ccccc21 do in these assays?
Dicer processing: -1.9

What do the screens show for `CCOC(=O)c1cnc(O/N=C(\N)c2ccc(C(F)(F)F)cc2)nc1C(F)(F)F`?
Dicer processing: 0.82

Results for Cc1cc([N+](=O)[O-])nn1CC(=O)Nc1ccc2c(c1)OCO2 ?
Dicer processing: -0.17

Results for CC(C)c1ccccc1NC(=S)NCCO ?
Dicer processing: 0

What do the screens show for `COc1ccc(-c2nc3c4cnn(-c5ccccc5)c4ncn3n2)cc1OC`?
Dicer processing: -0.47

How did CC(NC(=O)OCC1c2ccccc2-c2ccccc21)C(=O)O (configuration not stated) do in these assays?
Dicer processing: -0.86

Results for Cc1c(-c2nnnn2-c2ccccc2)cnc2ccccc12 ?
Dicer processing: 0.57

How did Cn1c(SCC(=O)c2cc(Cl)c(Cl)s2)nnc1-c1ccco1 do in these assays?
Dicer processing: -0.07

Results for Cc1cc(NCn2ncc3ccccc3c2=O)ccc1Br ?
Dicer processing: 3.8

What do the screens show for `Cc1c(C#N)c(Sc2ccccn2)nc2ccccc12`?
Dicer processing: -1.1

Results for CCOC(=O)Cn1c(=O)c(C(=O)NC(=O)OCC)cn(Cc2ccco2)c1=O ?
Dicer processing: 0.35

What do the screens show for `O=C(O)c1[nH]c2ccc([N+](=O)[O-])cc2c1-c1ccccc1`?
Dicer processing: 0.06

Results for Cc1ccc(C(=O)CC(Sc2ccccc2N)c2ccc([N+](=O)[O-])cc2)cc1 (configuration not stated) ?
Dicer processing: -2.1

Results for COC(=O)c1sc(C(C)(C)C)cc1CSc1ccccc1 ?
Dicer processing: -1.1

Results for CC(C)(C)c1ccc(C2C(C(=O)c3ccco3)=C(O)C(=O)N2Cc2cccnc2)cc1 (configuration not stated) ?
Dicer processing: 1.4

How did COC(=O)C1c2ccccc2-c2ccccc21 do in these assays?
Dicer processing: -0.28

How did CC1c2ccsc2CCN1C(=S)NC(=O)c1ccc(Cl)cc1 (configuration not stated) do in these assays?
Dicer processing: 0

What do the screens show for `COc1cc(S(=O)(=O)n2ccnc2C(C)C)c(OC)cc1Cl`?
Dicer processing: 0.79

How did Cc1snnc1C(=O)Oc1ccccc1-c1nnco1 do in these assays?
Dicer processing: 1.2

Results for O=C(NCC1CCCO1)C1c2ccccc2Oc2ccccc21 (configuration not stated) ?
Dicer processing: 1.8

How did CCOC(=O)c1c(C)noc1/C(C)=N/OC(=O)Nc1cccc(C(F)(F)F)c1 do in these assays?
Dicer processing: -0.92

What do the screens show for `CC(C)CNC(=O)N1c2ccccc2Sc2ccccc21`?
Dicer processing: 0.58

How did Cc1ccc(/C(O)=C2\C(=O)C(=O)N(CCCN3CCOCC3)C2c2ccco2)cc1 (configuration not stated) do in these assays?
Dicer processing: 3.3*

How did Cc1n[nH]c(C)c1Sc1nc2ccccc2s1 do in these assays?
Dicer processing: -1

What do the screens show for `c1ccc(COc2ccccc2OCc2ccccc2)cc1`?
Dicer processing: 0.48

Results for O=c1c2[nH]cnc2n(-c2ccccc2)c(=O)n1Cc1ccccc1 ?
Dicer processing: -0.72

How did Cc1cc(C)c2c(n1)sc1c(=O)n(/N=C/c3ccccc3)c(C)nc12 do in these assays?
Dicer processing: -0.57

What do the screens show for `Cc1cc2nc(NC3=NCN(CCCN4CCOCC4)CN3)nc(C)c2cc1C`?
Dicer processing: 1.8

How did O=C(O)c1c[nH]c2c(F)cccc2c1=O do in these assays?
Dicer processing: -0.49

What do the screens show for `COc1ccc(OCc2nc(C#N)c(NCCCn3ccnc3)o2)cc1`?
Dicer processing: 0.88

What do the screens show for `CNc1nc(N2CCc3ccccc32)ncc1F`?
Dicer processing: 0.78

How did CCN(CC)c1ccc(C2N=C(N)Nc3nc4ccccc4n32)cc1 (configuration not stated) do in these assays?
Dicer processing: 1.2

What do the screens show for `O=C(Nc1cccnc1)c1cc2n(n1)C(C(F)(F)F)CC(c1ccc(Br)cc1)N2` (configuration not stated)?
Dicer processing: 4.7*

For reference, 5 of the compounds above:
How did Cc1n[nH]c(C)c1Sc1nc2ccccc2s1 do in these assays?
Dicer processing: -1

What do the screens show for `c1ccc(COc2ccccc2OCc2ccccc2)cc1`?
Dicer processing: 0.48

Results for O=c1c2[nH]cnc2n(-c2ccccc2)c(=O)n1Cc1ccccc1 ?
Dicer processing: -0.72

How did Cc1cc(C)c2c(n1)sc1c(=O)n(/N=C/c3ccccc3)c(C)nc12 do in these assays?
Dicer processing: -0.57

What do the screens show for `Cc1cc2nc(NC3=NCN(CCCN4CCOCC4)CN3)nc(C)c2cc1C`?
Dicer processing: 1.8

Back to the main list, repeating the four entries before the break.
What do the screens show for `COc1ccc(OCc2nc(C#N)c(NCCCn3ccnc3)o2)cc1`?
Dicer processing: 0.88

What do the screens show for `CNc1nc(N2CCc3ccccc32)ncc1F`?
Dicer processing: 0.78

How did CCN(CC)c1ccc(C2N=C(N)Nc3nc4ccccc4n32)cc1 (configuration not stated) do in these assays?
Dicer processing: 1.2

What do the screens show for `O=C(Nc1cccnc1)c1cc2n(n1)C(C(F)(F)F)CC(c1ccc(Br)cc1)N2` (configuration not stated)?
Dicer processing: 4.7*

What do the screens show for `Cc1nc(N2CCN(CCO)CC2)nc2c1C(=O)CC(c1cccs1)C2` (configuration not stated)?
Dicer processing: -0.9

Results for CCOC(=O)c1cnc(C(F)(F)F)nc1Sc1n[nH]c(-c2cccs2)n1 ?
Dicer processing: -0.78

Results for CCOC(=O)C1=NNC2C(=O)N(c3cccc(OC)c3)C(=O)C12 (configuration not stated) ?
Dicer processing: -1.4

Results for CCOC(=O)c1cc(NC(=O)c2ccc(C(C)(C)C)cc2)c(=O)n2c1oc1cc(Cl)ccc12 ?
Dicer processing: -0.94

What do the screens show for `COc1cc(C2N=C(N)Nc3nc4ccccc4n32)ccc1O` (configuration not stated)?
Dicer processing: 5.9*

Results for CN(C)c1cccc(N(C)C)c1CNC(=O)Nc1ccccc1 ?
Dicer processing: 1.8

Results for COc1cc(C2Nc3cc(C)c(C)cc3NC3=C2C(=O)CC(C)(C)C3)cc(Br)c1OC (configuration not stated) ?
Dicer processing: 0.2

Results for CCCN(CCC)C1=C(C(=O)c2ccccc2)N(CC(N)=O)S(=O)(=O)c2ccccc21 ?
Dicer processing: 3.5*

How did O=C(c1ccco1)N1CCC2(Cl)CCCCC2C1c1ccccc1 (configuration not stated) do in these assays?
Dicer processing: -2.8

What do the screens show for `Cc1cccc(C(=O)Oc2ccc3oc(=O)sc3c2)c1`?
Dicer processing: 5.5*

Results for CCOC(=O)N1CCC(N2CCN(S(=O)(=O)c3ccccc3)CC2)CC1 ?
Dicer processing: -1.6

What do the screens show for `CCOC(=O)c1cc(C)ccc1NC(=S)Nc1cccc(Cl)c1`?
Dicer processing: -5.3

What do the screens show for `CCOc1ccc(N2C(=O)C3CN=NC3(C)C2=O)cc1` (configuration not stated)?
Dicer processing: 1.2

Results for CN(C)c1ccc(NC(=O)c2cc3c(n(-c4ccccc4)c2=O)CC(C)(C)CC3=O)cc1 ?
Dicer processing: 0.02

How did COC(=O)c1cnn(-c2c(Cl)cccc2Cl)c1C(OC)OC do in these assays?
Dicer processing: -1.6

What do the screens show for `COC(=O)c1cnc(NNS(=O)(=O)c2ccc(Cl)cc2)nc1C(F)(F)F`?
Dicer processing: 1.2

Results for COCc1cc(=O)n2[nH]c(C)nc2n1 ?
Dicer processing: -1.9

Results for O=C(CSC1=NCCCC1)c1cccc([N+](=O)[O-])c1 ?
Dicer processing: -1.2

What do the screens show for `CCOC(=O)c1cc(-c2ccccc2)sc1NC(=O)Nc1cccc(Cl)c1`?
Dicer processing: -0.07

What do the screens show for `c1ccc2nc(N3CCOCC3)c(N3CCOCC3)nc2c1`?
Dicer processing: -0.17

Three structures already listed, ordered by heavy-atom count, falling.
Results for CN(C)c1ccc(NC(=O)c2cc3c(n(-c4ccccc4)c2=O)CC(C)(C)CC3=O)cc1 ?
Dicer processing: 0.02

Results for CCOC(=O)c1cnc(C(F)(F)F)nc1Sc1n[nH]c(-c2cccs2)n1 ?
Dicer processing: -0.78

How did O=C(c1ccco1)N1CCC2(Cl)CCCCC2C1c1ccccc1 (configuration not stated) do in these assays?
Dicer processing: -2.8

(list continues)
Results for O=S(=O)(CC(c1ccccc1)N1CCCCC1)c1ccc(Cl)cc1 (configuration not stated) ?
Dicer processing: -3.6

How did OC1CCN(C(=S)NCCc2ccccc2)CC1 do in these assays?
Dicer processing: -0.66

What do the screens show for `CCCC12CN(C(=O)CC)CC(CCC)(CN(C(=O)CC)C1)C2=O`?
Dicer processing: 1.1

What do the screens show for `C/C(=N\NC(N)=S)c1ccc(C)nc1`?
Dicer processing: 0.3

How did c1ccc(-c2ccc(-c3cn4ccccc4n3)cc2)cc1 do in these assays?
Dicer processing: -0.11

How did Cn1c2ccccc2n2c(SCCOc3ccc(Cl)cc3)nnc12 do in these assays?
Dicer processing: -0.45

Results for CN(C)c1ccc(C2NC(=O)c3c(sc4c3CCC(C(C)(C)C)C4)N2)cc1 (configuration not stated) ?
Dicer processing: -1

What do the screens show for `Cc1ccc(S(=O)(=O)n2nc(C)cc2N)cc1`?
Dicer processing: -0.94

How did Cc1ccc(C)n1-c1cccc([N+](=O)[O-])c1 do in these assays?
Dicer processing: 0.12

What do the screens show for `N[C@@H](Cc1ccccc1)c1nnc(SCc2ccccc2Cl)o1`?
Dicer processing: -0.43

How did O=C(c1cnc2cc(-c3ccc(Cl)cc3)nn2c1)c1cc(F)ccc1O do in these assays?
Dicer processing: 0.04

Results for Cc1c(C[C@H](N)C(=O)O)sc2ccccc12 ?
Dicer processing: -0.63

What do the screens show for `CCOC(=O)c1cc(C(C)(C)C)nn1Cc1c(C)cc(C)cc1C`?
Dicer processing: -1.9

How did CCOCC(=O)Nc1nc2c(s1)C(=O)CC(C)(C)C2 do in these assays?
Dicer processing: -1.1

What do the screens show for `Cc1cc(C)cc(N2CCn3c2nc2c3c(=O)n(CC(=O)O)c(=O)n2C)c1`?
Dicer processing: -0.38

Results for O=C(NCCN1CCOCC1)c1cc2nc(-c3ccc(Br)cc3)cc(C(F)(F)F)n2n1 ?
Dicer processing: 1.3

What do the screens show for `CCOc1ccc2noc3c2c1C(=O)c1ccccc1-3`?
Dicer processing: -0.35

What do the screens show for `COC(=O)C1=C(C)NC2=C(C(=O)CC(C)(C)C2)C1c1ccsc1` (configuration not stated)?
Dicer processing: 0.43

What do the screens show for `CCCNC(=O)Cn1cnc2c1c(=O)n(C)c(=O)n2C`?
Dicer processing: -0.92

What do the screens show for `CN(C)CC1(CC(OC(=O)c2ccc([N+](=O)[O-])cc2)c2cccc(F)c2)CCCCC1` (configuration not stated)?
Dicer processing: 0.28

Looked up by compound from the list above, 2 records:
How did Cc1ccc(C)n1-c1cccc([N+](=O)[O-])c1 do in these assays?
Dicer processing: 0.12

What do the screens show for `Cc1cc(C)cc(N2CCn3c2nc2c3c(=O)n(CC(=O)O)c(=O)n2C)c1`?
Dicer processing: -0.38

(cont.)
Results for CCn1nc(C)cc1C(=O)NC1CCN(Cc2c(F)cccc2Cl)CC1 ?
Dicer processing: -0.32

Results for CCOC(=O)C(NC(=O)Nc1ccc(Cl)c(Cl)c1)(OCC(F)(F)F)C(F)(F)F (configuration not stated) ?
Dicer processing: -0.44

How did O=C1OC(c2ccc(Cl)cc2)=N/C1=C/c1cccc([N+](=O)[O-])c1 do in these assays?
Dicer processing: 3.6*

Results for CCOc1ccccc1OCCCCCCc1c(C)n[nH]c1C ?
Dicer processing: -1.6

What do the screens show for `O=C1NNC(c2ccccc2)C1c1ccccc1` (configuration not stated)?
Dicer processing: 3.5*

How did COc1ccc(-c2csc3nc(-c4ccccc4C)oc(=O)c23)cc1OC do in these assays?
Dicer processing: 0

How did CC1=C(OS(=O)(=O)c2cc(Cl)sc2Cl)C(=O)CC1 do in these assays?
Dicer processing: -0.84

Results for CSc1sc(C(=O)Nc2ccc(F)c(Cl)c2)c(-c2ccc(Cl)cc2)c1C#N ?
Dicer processing: -0.96

Results for Cc1ccc(S(C)(=O)=NC(=O)c2ccc(C(C)(C)C)cc2)cc1 (configuration not stated) ?
Dicer processing: -0.75

How did CN1C/C(=C\c2ccc(C(F)(F)F)cc2)C2=NN(C)C(c3ccc(C(F)(F)F)cc3)C2C1 (configuration not stated) do in these assays?
Dicer processing: -0.13

Results for CCOC(=O)C(=O)N1CC2(C)CNCC(C)(C1)C2=O ?
Dicer processing: 1.4

How did COc1c(Br)cc(C#N)cc1Br do in these assays?
Dicer processing: 0.8

Results for Cc1cc(C)c(/C=C2\C(=O)Nc3ccccc32)[nH]1 ?
Dicer processing: 2.9

How did COCCCN=C(Nc1cc(C)c(C)cc1C)SC do in these assays?
Dicer processing: 3.9*

Results for COC(=O)/C(C#N)=C/c1ccccc1C ?
Dicer processing: 2.4

Results for COC(=O)C1=C(C)NC2=C(C(=O)c3ccccc32)C1c1ccccc1OCc1ccccc1F (configuration not stated) ?
Dicer processing: -4

How did O=C(CSc1nnc(-c2ccco2)n1-c1ccccc1)c1c[nH]c2ccccc12 do in these assays?
Dicer processing: 0.79

How did CSC(=CC(=O)c1ccc(Oc2ccccc2)cc1)SC do in these assays?
Dicer processing: 0.4

Results for O=C(O)CCC12CC3CC(CC(Br)(C3)C1)C2 ?
Dicer processing: 0.54

Results for COc1ccc(C2/C(=C(\O)c3ccc(Cl)cc3)C(=O)C(=O)N2c2cccnc2)c(OC)c1 (configuration not stated) ?
Dicer processing: -0.28

Results for COc1ccc(CC(=O)c2c(O)cc(O)cc2O)cc1 ?
Dicer processing: 2

What do the screens show for `CC(C)N(Cc1ccccc1)C(=O)Nc1ccc(C(F)(F)F)cc1`?
Dicer processing: -1.2
